hIAP activ: human IAP activation | activation factor at 10 µM | AID 2524 | purified human IAP, CDP-Star luminescence, 30 min; hits give high values; 1 = vehicle-only enzyme, 0 = enzyme-free background | actives 0.16% (n = 330,000);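 active = activation factor of the enzyme at least 2-fold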; also: the source names both 10 and 20 µM as test concentration; values of inactives mirror those of a sister screen read the other way
ATG4B inhibitor: inhibitors of human ATG4B cysteine protease | Q9Y4P1 | ATG4B cleavage of LC3-PLA2, NBD-HPC fluorescence, 1 h | inhibition, % at 8.33 µM | actives 0.51% (n = 340,000) | AID 504462; in the data active = inhibition above about 40%
PfGluPho inh: PfG6PD (Plasmodium falciparum) enzyme inhibition; PfGluPho enzyme, NADPH resazurin-diaphorase fluorescence; inhibition, % at 20 µM; actives 0.78% (n = 350,000);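 active = inhibition reaching at least a set limit at 20 µM in the primary screen, cut at about 59% in these data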;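 also: 0% = DMSO wells with substrate and 100% = DMSO wells lacking glucose-6-phosphate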
mIAP activ: increases mouse intestinal alkaline phosphatase activity | actives 0.24% (n = 330,000) | AID 2805 | activation factor at 10 µM | muIAP, CDP-Star luminescence, 30 min; hits give high values; 1 = vehicle-only enzyme signal, 0 = enzyme-free wells;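 active = activation factor of at least 2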; also: the source names both 10 and 20 µM as test concentration; values of inactives mirror those of a sister screen read the other way
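also added = chemiluminescent substrate CDP-Star | test system = mouse IAP enzyme | signal = chemiluminescence readout | compound = DMSO-dissolved test compounds | incubation = 30 min at room temperature | benchmarks = DMSO wells, no-enzyme wells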
mIAP block: mouse IAP inhibition | purified mouse IAP, CDP-Star luminescence, 30 min | inhibition, % at 10 µM | actives 0.2% (n = 330,000);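 active = inhibition of at least 40% at 10 µM in the primary screen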;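 also: plate controls were DMSO with enzyme for no effect and no enzyme wells for full effect; values of inactives mirror those of a sister screen read the other way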
A3A deaminase: blocks human APOBEC3A ssDNA deamination. actives 0.41% (n = 330,000). inhibition, % at 20 µM. P31941. recombinant A3A, FAM/TAMRA ssDNA deamination fluorescence. AID 493011;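 active = at least 40% inhibition at 20 µM here, with at most 30% in a related deaminase screen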;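 also: plate controls were A3A with DMSO for no effect and wells lacking A3A enzyme for full effect; some results filed as inactive read as strong as hits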
Target sequence (P31941 whole entry, looked up): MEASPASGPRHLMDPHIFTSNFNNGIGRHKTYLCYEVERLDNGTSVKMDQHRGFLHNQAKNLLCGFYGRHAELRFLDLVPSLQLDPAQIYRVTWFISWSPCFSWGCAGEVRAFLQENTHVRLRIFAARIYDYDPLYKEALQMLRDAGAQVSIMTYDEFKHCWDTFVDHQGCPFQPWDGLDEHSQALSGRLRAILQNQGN
hIAP block: human IAP inhibition | actives 0.12% (n = 330,000) | P09923 | AID 2544 | inhibition, % at 10 µM | purified IAP, CDP-Star luminescence, 30 min;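 active = inhibition reaching a set limit with compound at 10 µM in the primary screen, cut at about 35% in these data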;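 also: plate controls were DMSO wells with enzyme for no effect and no-enzyme buffer wells for full effect; values of inactives mirror those of a sister screen read the other way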
HKDC1 inh: HKDC1 (human) hexokinase inhibition. Q2TB90. recombinant HKDC1, G6PDH/diaphorase resazurin coupled fluorescence. inhibition, % at 20 µM. actives 0.16% (n = 340,000). AID 493160;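 active = inhibition above about 35% when tested at 20 µM, limit read from the data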;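 also: plate controls were DMSO wells with enzyme for no effect and DMSO wells lacking enzyme for full effect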
Target sequence (Q2TB90 whole entry, looked up): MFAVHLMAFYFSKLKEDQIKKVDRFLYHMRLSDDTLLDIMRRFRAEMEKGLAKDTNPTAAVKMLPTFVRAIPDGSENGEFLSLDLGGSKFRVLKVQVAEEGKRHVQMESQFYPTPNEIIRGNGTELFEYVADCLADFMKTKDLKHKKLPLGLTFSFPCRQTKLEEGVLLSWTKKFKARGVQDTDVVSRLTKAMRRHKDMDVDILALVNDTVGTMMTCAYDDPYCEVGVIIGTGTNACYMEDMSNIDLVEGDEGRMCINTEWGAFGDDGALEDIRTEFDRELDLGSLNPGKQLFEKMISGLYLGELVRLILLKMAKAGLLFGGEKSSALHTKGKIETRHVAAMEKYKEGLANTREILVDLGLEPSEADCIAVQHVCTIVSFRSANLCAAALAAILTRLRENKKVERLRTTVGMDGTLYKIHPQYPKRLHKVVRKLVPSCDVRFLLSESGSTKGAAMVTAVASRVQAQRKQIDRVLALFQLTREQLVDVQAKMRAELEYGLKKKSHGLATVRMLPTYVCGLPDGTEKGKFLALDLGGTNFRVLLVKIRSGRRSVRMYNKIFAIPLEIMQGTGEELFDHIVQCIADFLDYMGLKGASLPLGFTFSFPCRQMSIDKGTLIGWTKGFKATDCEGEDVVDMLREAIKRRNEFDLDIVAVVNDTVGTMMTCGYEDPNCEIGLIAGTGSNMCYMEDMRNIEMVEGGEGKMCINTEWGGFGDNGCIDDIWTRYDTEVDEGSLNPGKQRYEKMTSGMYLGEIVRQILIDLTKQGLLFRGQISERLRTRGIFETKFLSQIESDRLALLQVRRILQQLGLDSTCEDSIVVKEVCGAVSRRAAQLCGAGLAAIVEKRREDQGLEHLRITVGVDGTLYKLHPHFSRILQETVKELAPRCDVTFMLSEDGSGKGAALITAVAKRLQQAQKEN
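Test system: Recombinant HKDC1 (HK5) hexokinase enzyme, produced in-house | Input: HKDC1 at 5 µg/mL | Buffer or medium: Tris pH 8.0 buffer with MgCl2, Tween-20, BSA, BME | Schedule: 90 min reaction incubation at room temperature, dark | Technique: Resazurin-to-resorufin fluorescence via G6PDH and diaphorase coupling, 525/613 nm | Controls: DMSO wells with and without enzyme mix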
An asterisk follows results filed as active.

For CSc1nc2nccc(-c3ccc(Oc4ccccc4)cc3)n2n1 the results were hIAP activ 1.04, ATG4B inhibitor -6.6, PfGluPho inh 1.1, mIAP activ 1.02, mIAP block -2.4, A3A deaminase -0.5, hIAP block -3.9 and HKDC1 inh 6.5.
Screening COc1oc(-c2ccc(Cl)cc2)nc1C(F)(F)F returned hIAP activ 1.06, ATG4B inhibitor -4.0, PfGluPho inh 5.7, mIAP activ 0.883, mIAP block 11.7, A3A deaminase 0.2, hIAP block -5.8 and HKDC1 inh -4.3.
For Cc1ccc(N2CCN(S(=O)(=O)c3ccc4c(c3)NC(=O)C(C)C(=O)N4)CC2C)cc1 (stereo not given) the results were hIAP activ 0.787, ATG4B inhibitor -32.6, PfGluPho inh -4.5, mIAP activ 0.932, mIAP block 6.8, A3A deaminase -1.6, hIAP block 21.3 and HKDC1 inh -6.9.
For COc1cccc(/C=N/NC(=O)c2ccc(=O)n(C)c2)c1OC the results were hIAP activ 0.956, ATG4B inhibitor 5.7, PfGluPho inh 3.6, mIAP activ 1.08, mIAP block -8.3, A3A deaminase -0.3, hIAP block 4.4 and HKDC1 inh -16.1.
CC(=O)Nc1ccc(S(=O)(=O)NC(C(=O)O)C2=CCC=CC2)cc1 (stereo not given) was read as hIAP activ 1.08, ATG4B inhibitor -2.6, PfGluPho inh -26.6, mIAP activ 0.954, mIAP block 4.6, A3A deaminase -3.9, hIAP block -7.6 and HKDC1 inh -3.4.
`O=C(Cc1ccccc1)NNS(=O)(=O)c1ccc(F)cc1` gave hIAP activ 0.962, ATG4B inhibitor -4.8, PfGluPho inh -9.8, mIAP activ 1, mIAP block -0.1, A3A deaminase -1.0, hIAP block 3.8 and HKDC1 inh 5.3.
`CC1=NN(c2ccccc2)C(=O)C1/C=C1\NC(=S)NC1=O` (stereo not given) gave hIAP activ 0.94, ATG4B inhibitor 21.4, PfGluPho inh 14.7, mIAP activ 0.916, mIAP block 8.4, A3A deaminase -4.3, hIAP block 6.0 and HKDC1 inh 11.7.
CC1Cc2cc(S(=O)(=O)NCCc3ccccc3)ccc2N1C(=O)C1CC1 (stereo not given) was read as hIAP activ 0.951, ATG4B inhibitor -12.4, PfGluPho inh -1.4, mIAP activ 1.1, mIAP block -10.5, A3A deaminase 0.5, hIAP block 4.9 and HKDC1 inh -2.2.
Screening COc1ccccc1CC(=O)NN1C(=O)c2ccccc2C1=O returned hIAP activ 1.05, ATG4B inhibitor 7.8, PfGluPho inh -10.9, mIAP activ 1.09, mIAP block -8.6, A3A deaminase -2.3, hIAP block -5.0 and HKDC1 inh -7.7.
For COc1cc2c(cc1OC)CN(CC(=O)Nc1ccc3c(c1)OC(F)(F)O3)CC2 the results were hIAP activ 0.86, ATG4B inhibitor -6.1, PfGluPho inh 14.5, mIAP activ 1.06, mIAP block -5.9, A3A deaminase 0.3, hIAP block 14.0 and HKDC1 inh -0.3.
O=C(Nc1ncccc1O)c1ccc(S(=O)(=O)Nc2ccccc2)cc1 was read as hIAP activ 1.22, ATG4B inhibitor 0.6, PfGluPho inh -0.6, mIAP activ 1.02, mIAP block -1.7, A3A deaminase 0.3, hIAP block -21.5 and HKDC1 inh -2.8.
`CC1CN(S(=O)(=O)c2ccc(C(=O)Nc3nc(-c4cc5ccccc5o4)cs3)cc2)CC(C)O1` (stereo not given) gave hIAP activ 0.93, ATG4B inhibitor 4.5, PfGluPho inh -19.2, mIAP activ 0.856, mIAP block 14.4, A3A deaminase -4.2, hIAP block 7.0 and HKDC1 inh 2.9.
Nc1c(C(=O)Nc2ccc(Cl)cc2)sc2nc(N3CCOCC3)c3c(c12)CCCC3 was read as hIAP activ 1.03, ATG4B inhibitor 0.7, PfGluPho inh 43.6, mIAP activ 0.965, mIAP block 3.5, A3A deaminase -5.7, hIAP block -3.5 and HKDC1 inh 6.2.
`CCCNc1ncnc2nc[nH]c12` gave hIAP activ 1.3, ATG4B inhibitor 3.7, PfGluPho inh 4.0, mIAP activ 0.994, mIAP block 0.6, A3A deaminase 4.3, hIAP block -30.4 and HKDC1 inh -4.0.
`CN(CCOc1ccc(Cl)cc1)C(=O)CN1C(=O)NC2(CCCC2)C1=O` gave hIAP activ 0.962, ATG4B inhibitor -3.4, PfGluPho inh -4.2, mIAP activ 1.01, mIAP block -1.2, A3A deaminase 29.4, hIAP block 3.8 and HKDC1 inh 0.4.
`OCCSc1ncnc2c1oc1ccccc12` gave hIAP activ 1.03, ATG4B inhibitor -6.2, PfGluPho inh -9.3, mIAP activ 1.07, mIAP block -6.6, A3A deaminase 2.7, hIAP block -3.3 and HKDC1 inh -9.1.
`O=S(=O)(Cc1ccccc1)/C1=C(\N2CCOCC2)CCCCCC1` gave hIAP activ 1.05, ATG4B inhibitor -1.7, PfGluPho inh 1.2, mIAP activ 0.888, mIAP block 11.2, A3A deaminase 0.2, hIAP block -5.5 and HKDC1 inh 12.8.
Screening CC(C(=O)N1CCCCC1)N(C)CC(=O)Nc1ccc(Cl)cc1 (stereo not given) returned hIAP activ 1.1, ATG4B inhibitor -3.0, PfGluPho inh 8.5, mIAP activ 1.04, mIAP block -3.9, A3A deaminase -1.1, hIAP block -10.3 and HKDC1 inh -6.3.
`CN(C(=O)COC(=O)c1ccc2c(c1)OCO2)C1CCS(=O)(=O)C1` (stereo not given) gave hIAP activ 1.06, ATG4B inhibitor 1.9, PfGluPho inh -3.4, mIAP activ 0.996, mIAP block 0.4, A3A deaminase -0.5, hIAP block -5.7 and HKDC1 inh -3.3.
For Cc1cccn2c(=O)c3cc(C(=O)N4COCC4(C)C)n(Cc4ccccc4)c3nc12 the results were hIAP activ 1.19, ATG4B inhibitor 7.1, PfGluPho inh -10.7, mIAP activ 1.17, mIAP block -16.7, A3A deaminase 2.6, hIAP block -18.8 and HKDC1 inh 2.0.
For O=C(CC12CC3CC(CC(C3)C1)C2)NCC(=O)N1CCc2ccccc2C1 the results were hIAP activ 1.21, ATG4B inhibitor 5.5, PfGluPho inh -0.7, mIAP activ 1.03, mIAP block -2.6, A3A deaminase 0.1, hIAP block -20.5 and HKDC1 inh 1.3.
Cc1ccc2cc3cc(C(=O)N(CC(=O)NC4CCCC4)c4cccc(C)c4C)sc3nc2c1 was read as hIAP activ 1.01, ATG4B inhibitor 19.2, PfGluPho inh -0.8, mIAP activ 0.946, mIAP block 5.4, A3A deaminase -4.0, hIAP block -0.8 and HKDC1 inh 15.8.
For O=C(OCc1nc2ccsc2c(=O)[nH]1)c1ccco1 the results were hIAP activ 0.763, ATG4B inhibitor 3.9, PfGluPho inh -1.5, mIAP activ 1.12, mIAP block -11.9, A3A deaminase 1.9, hIAP block 23.7 and HKDC1 inh -4.0.
For COC(=O)c1ccccc1NC(=S)NC(NC(=O)c1ccco1)C(Cl)(Cl)Cl (stereo not given) the results were hIAP activ 1.05, ATG4B inhibitor 8.8, PfGluPho inh 4.2, mIAP activ 1.08, mIAP block -8.0, A3A deaminase -5.3, hIAP block -5.1 and HKDC1 inh 15.8.
Screening CCCC(=O)Nc1sc2c(c1C#N)CCCC2 returned hIAP activ 1.11, ATG4B inhibitor -0.1, PfGluPho inh 5.1, mIAP activ 0.934, mIAP block 6.6, A3A deaminase -0.3, hIAP block -10.8 and HKDC1 inh -2.4.
CC(=O)c1cccc(NC(=O)C2CCCN(S(C)(=O)=O)C2)c1 (stereo not given) was read as hIAP activ 1.15, ATG4B inhibitor -4.6, PfGluPho inh 3.3, mIAP activ 1.06, mIAP block -5.6, A3A deaminase 9.2, hIAP block -14.6 and HKDC1 inh -8.1.
`COc1ccccc1N1CCN(C(=O)C2CCN(C(=O)c3cccc(Cl)c3)CC2)CC1` gave hIAP activ 1.1, ATG4B inhibitor -6.0, PfGluPho inh 6.6, mIAP activ 1.12, mIAP block -11.8, A3A deaminase 2.9, hIAP block -10.1 and HKDC1 inh -0.7.
`COc1ccc(NC(=O)CSc2nnnn2-c2ccccc2OC)c(OC)c1` gave hIAP activ 1.13, ATG4B inhibitor -6.0, PfGluPho inh -10.8, mIAP activ 1.13, mIAP block -13.0, A3A deaminase 1.7, hIAP block -12.6 and HKDC1 inh -2.5.
For NC(=O)[C@H]1CC2(CC(c3cccc(NC(=O)CC(c4ccccc4)c4ccccc4)c3)=NO2)CN1C(=O)CC(c1ccccc1)c1ccccc1 (stereo not given in full) the results were hIAP activ 0.946, ATG4B inhibitor -5.6, PfGluPho inh 22.7, mIAP activ 1.39, mIAP block -39.3, A3A deaminase 0.4, hIAP block 5.4 and HKDC1 inh 0.0.
Screening COc1ccccc1COC(=O)Nc1c(C)nn(C)c1Cl returned hIAP activ 0.937, ATG4B inhibitor -17.4, PfGluPho inh 2.9, mIAP activ 1.07, mIAP block -6.6, A3A deaminase 1.5, hIAP block 6.3 and HKDC1 inh -16.3.

For convenience, 2 of the compounds above:
`OCCSc1ncnc2c1oc1ccccc12` gave hIAP activ 1.03, ATG4B inhibitor -6.2, PfGluPho inh -9.3, mIAP activ 1.07, mIAP block -6.6, A3A deaminase 2.7, hIAP block -3.3 and HKDC1 inh -9.1.
`O=S(=O)(Cc1ccccc1)/C1=C(\N2CCOCC2)CCCCCC1` gave hIAP activ 1.05, ATG4B inhibitor -1.7, PfGluPho inh 1.2, mIAP activ 0.888, mIAP block 11.2, A3A deaminase 0.2, hIAP block -5.5 and HKDC1 inh 12.8.

Following part.
Screening O=C1CCSc2ccc(Cl)cc2N1Cc1cccc(Cl)c1 returned hIAP activ 1.22, ATG4B inhibitor 13.3, PfGluPho inh -35.9, mIAP activ 0.907, mIAP block 9.3, A3A deaminase -1.8, hIAP block -22.2 and HKDC1 inh 6.0.
For O=C(NCCC1=CCCCC1)c1ccc(=O)oc1 the results were hIAP activ 1.1, ATG4B inhibitor 4.9, PfGluPho inh -6.3, mIAP activ 0.87, mIAP block 13.0, A3A deaminase -1.4, hIAP block -10.1 and HKDC1 inh -4.6.
For Cc1c(C(=O)Nc2ccccn2)oc2ccccc12 the results were hIAP activ 1.01, ATG4B inhibitor 1.6, PfGluPho inh 28.9, mIAP activ 1.03, mIAP block -3.3, A3A deaminase 3.9, hIAP block -1.0 and HKDC1 inh -7.4.
For COc1ccc(-c2nc3c(c(SCC(=O)N4CCOCC4)n2)Cc2c(CO)cnc(C)c2O3)cc1 the results were hIAP activ 1.42, ATG4B inhibitor -8.9, PfGluPho inh -3.8, mIAP activ 1.06, mIAP block -5.6, A3A deaminase -2.6, hIAP block -42.1 and HKDC1 inh 1.8.
For c1ccc(C[C@H]2CNCCN2CCc2cccc3ccccc23)cc1 the results were hIAP activ 0.995, ATG4B inhibitor -6.6, PfGluPho inh 1.6, mIAP activ 1.14, mIAP block -13.8, A3A deaminase -2.9, hIAP block 0.5 and HKDC1 inh 0.1.
`Cc1ccc(-n2c(-c3c(-c4ccccc4)noc3C)n[nH]c2=S)cc1` gave hIAP activ 0.862, ATG4B inhibitor -1.3, PfGluPho inh 37.1, mIAP activ 0.945, mIAP block 5.5, A3A deaminase -5.5, hIAP block 13.8 and HKDC1 inh -7.8.
For CCOC(=O)N1CCc2c(sc3ncn(Cc4ccc(F)cc4)c(=O)c23)C1 the results were hIAP activ 0.966, ATG4B inhibitor -13.6, PfGluPho inh -10.9, mIAP activ 1.15, mIAP block -14.5, A3A deaminase -5.1, hIAP block 3.3 and HKDC1 inh 5.8.
Screening CC1=CC2=NC(=O)CC(C)(C(=O)N(CC(=O)NC(C)(C)C)C3CCCC3)N2C=C1 (stereo not given) returned hIAP activ 0.946, ATG4B inhibitor -5.6, PfGluPho inh -10.2, mIAP activ 0.989, mIAP block 1.1, A3A deaminase 1.6, hIAP block 5.4 and HKDC1 inh -9.8.

High-throughput results (PubChem)
